Screening data (PubChem BioAssay)
TRPV1 ag – human TRPV1 agonism; AID 540275; 320,000 compounds, 0.19% hits; Q8NER1; TRPV1-expressing cells, Fluo-8 calcium influx, agonist mode; activation, % at 8.33 µM; in the data active means activation above about 80%; inconclusive means between about 30% and that limit; further: 0% is about no effect
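TRPV1-expressing cells were cultured overnight at 35.5C and loaded with Fluo-8 calcium dye for 40 to 90 min at room temperature. After a 10 s baseline, compound was added and calcium influx was read kinetically for 3 min (ex 480/em 520 nm).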
CXXC DNA block – MLL CXXC-DNA interaction inhibition. Q03164. AID 2662. Potency, µM (series often up to 115 µM), without a hit: top-dose activity change, negative = inhibition, usual class: inhibitors. MLL-CXXC / FITC-HOXA9 DNA fluorescence polarization. 290,000 compounds, 0.037% hits; active means well fitted inhibition curve with a large enough effect in the polarisation, with a control signal flat, not every such curve was filed as active; inconclusive means small, poorly fitted or top-dose-only effect, or effect the other way, or a change in a side signal; inactive means no such curve, though single readings can be large or run the other way; the % refers to the polarisation; further: potency means the concentration at half of the fitted maximal effect
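Purified MLL-CXXC (added from a 7 uM solution) was preincubated 5 min at ambient with pinned compounds in 50 mM Tris-HCl pH 7.5, 50 mM NaCl, 1 mM DTT, 0.05% BSA. Fluorescein-labeled HOX-A9 DNA (50 nM solution) followed, 30 min, then polarization read.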
GALK inh – blocks human galactokinase activity; Purified GALK, Kinase-Glo residual ATP luminescence; Potency, µM (series often up to 57.5 µM), for inactives: top-dose activity change, negative = inhibition, most hits filed as inhibitors; AID 1868; P51570; 270,000 compounds, 0.007% hits; further: potency means the concentration at half of the fitted maximal effect; on the % scale 0 is the no-effect control and ±100 the full control effect
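Human GALK (5 nM) with 35 uM ATP and 100 uM galactose in 20 mM HEPES pH 8.0, 5 mM MgCl2, 60 mM NaCl, 1 mM DTT, 0.01% BSA. After 1 h at room temperature, leftover ATP was read by Kinase-Glo Plus luminescence.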
Menin-MLL TR inh – menin-MLL binding inhibition, Texas Red mutant peptide | Menin + Texas Red MLL mutant peptide, fluorescence polarization | Potency, µM (highest dose often 61.6 µM), for the others: at the highest dose FP activity change, negative = inhibition, most hits filed as inhibitors | 270,000 compounds, 0.23% hits | AID 1768; active means well fitted inhibition curve with a large enough effect in the polarisation, with a control signal flat, not every such curve was filed as active; inconclusive means small, poorly fitted or top-dose-only effect, or effect the other way, or a change in a side signal; inactive means no such curve, though single readings can be large or run the other way; the % refers to the polarisation; further: potency means the concentration at half of the fitted maximal effect; % of control where 0% means no effect; many of its hits are not listed in these tables
PKM2 act – increases activity of human pyruvate kinase M2; P14618; purified PKM2, Kinase-Glo ATP luminescence, activation; response scale: 0% is enzyme alone, no compound; Potency, µM (highest dose often 57.5 µM), without a hit: top-dose activation, most hits filed as activators; 260,000 compounds, 0.34% hits; AID 1631; further: potency means the concentration at half of the fitted maximal effect; on the % scale 0 is the no-effect control and ±100 the full control effect; nearly all actives have a fitted effect of over 55% in size
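Purified hPK-M2 (>95% pure) converted ADP (0.1 mM final) to ATP with 0.5 mM PEP in 50 mM imidazole pH7.2, KCl, MgCl2, Tween 20, BSA; 1 h at room temperature. ATP detected by Kinase-Glo luminescence.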
USP2a block – inhibitors of human ubiquitin-specific protease USP2a; AID 463254; 330,000 compounds, 0.01% hits; USP2 core, Ub-CHOP2 coupled fluorogenic reporter, 485/531; O75604; Potency, µM (highest dose often 38.3 µM), inactives show at the highest dose activity change, negative = inhibition, most hits filed as inhibitors;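 further: potency means the concentration at half of the fitted maximal effect; plate controls were DMSO wells for no effect and full inhibition by NEM control for full effect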
Target sequence (O75604 whole entry, looked up): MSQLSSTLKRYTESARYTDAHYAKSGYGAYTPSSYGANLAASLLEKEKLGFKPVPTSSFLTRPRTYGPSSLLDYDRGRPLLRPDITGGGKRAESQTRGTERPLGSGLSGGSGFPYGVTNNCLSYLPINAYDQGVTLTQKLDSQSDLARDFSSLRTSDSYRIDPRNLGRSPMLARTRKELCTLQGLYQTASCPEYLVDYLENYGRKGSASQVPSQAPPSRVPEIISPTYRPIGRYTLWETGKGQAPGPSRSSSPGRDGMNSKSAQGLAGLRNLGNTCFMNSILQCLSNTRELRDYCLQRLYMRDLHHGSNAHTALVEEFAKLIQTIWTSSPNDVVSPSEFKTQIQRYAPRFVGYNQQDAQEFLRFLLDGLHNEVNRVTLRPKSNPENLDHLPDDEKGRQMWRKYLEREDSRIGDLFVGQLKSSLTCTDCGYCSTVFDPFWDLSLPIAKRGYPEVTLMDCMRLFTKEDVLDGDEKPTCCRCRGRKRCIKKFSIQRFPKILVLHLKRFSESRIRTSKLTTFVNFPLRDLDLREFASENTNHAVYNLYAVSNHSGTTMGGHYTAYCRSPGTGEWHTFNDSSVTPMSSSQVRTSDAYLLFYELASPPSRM
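USP2 core (10nM final) preincubated 30min RT with compound in 20mM Tris-HCl pH 8.0, 2mM CaCl2, 2mM beta-mercaptoethanol, 0.05% CHAPS; 25nM Ub-CHOP2 plus 25nM reporter substrate added, fluorescence (Ex485/Em531) read after 60min.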
KCNH2 3.1 block – inhibitors of human KCNH2 3.1 potassium channel isoform; U2OS KCNH2 3.1, thallium flux FluxOr; hits give low values; activity change, % (tested at about 1.8 µM); 340,000 compounds, 0.95% hits;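 active means maximum activity change below -70%; inconclusive means maximum activity change from -70% to -50%; inactive means maximum activity change above -50%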;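 further: thallium influx rate constant from kinetic fluorescence after stimulation buffer; on the % scale 0 is the no-effect control and ±100 the full control effect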
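FluxOr-based Tl+ influx in U2OS cells transduced with KCNH2 3.1 virus; rate constants normalized to DMSO controls.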
hERG WT inh – KCNH2 (human, wildtype) channel inhibition. Q12809. U2OS, BacMam KCNH2, thallium flux FluxOr; hits give low values. activity change, % at 1.84 µM. 340,000 compounds, 0.37% hits;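 active means maximum activity change below -70%; inconclusive means maximum activity change between -70% and -50%; inactive means maximum activity change above -50%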; further: on the % scale 0 is the no-effect control and ±100 the full control effect
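U2OS cells were transduced with wild-type KCNH2 virus (2.03 x 10^8 / mL) for 4 h at room temperature, then cultured overnight at 37 C. Thallium flux was read with FluxOr dye. Rate constants were normalized to DMSO controls.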
Giardia kill – kills Giardia lamblia; Giardia lamblia trophozoite viability; activity change, % at 7.66 µM, hits read low; 340,000 compounds, 0.15% hits; AID 540267; in the data active means activity change below about -80%; inconclusive means between about -30% and that limit;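 further: parasites exposed to compound for two days anaerobically before the ATP read; on the % scale 0 is the no-effect control and ±100 the full control effect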
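Compounds were tested on trophozoites seeded at 100 cells/well and held 48 hrs at 37 deg C anaerobically. An ATP-based luminescent kit measured the remaining live cells.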
FBPA coupling cs – counter-screen for Giardia aldolase inhibitors: coupling enzyme system; coupling enzyme system counterscreen, AmpLite Red fluorescence; activity change, negative = inhibition, % at 58.2 µM, hits read low; 290,000 compounds, 0.67% hits; in the data active means activity change below about -30%; further: on the % scale 0 is the no-effect control and ±100 the full control effect
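Counterscreen lacking aldolase: glyceraldehyde-3-phosphate coupling-enzyme reagent preincubated 10 min at RT with compound (at 57.5 uM final), then substrate/coupling system with AmpLite Red added; fluorescence read at 525/598 nm after 20 min RT.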
B2AR arrestin – recruits beta-arrestin to the human beta2-adrenergic receptor | P07550 | beta-arrestin recruitment to beta2AR, cell-based reporter | Potency, µM (doses to about 46.1 µM), for inactives: top-dose activation, most hits filed as activators | 330,000 compounds, 0.02% hits;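 further: potency means the concentration at half of the fitted maximal effect; 0% = DMSO controls and full agonism = EC100 isoproterenol or metaproterenol; nearly all actives have a fitted effect of over 65% in size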
Target sequence (P07550 whole entry, looked up): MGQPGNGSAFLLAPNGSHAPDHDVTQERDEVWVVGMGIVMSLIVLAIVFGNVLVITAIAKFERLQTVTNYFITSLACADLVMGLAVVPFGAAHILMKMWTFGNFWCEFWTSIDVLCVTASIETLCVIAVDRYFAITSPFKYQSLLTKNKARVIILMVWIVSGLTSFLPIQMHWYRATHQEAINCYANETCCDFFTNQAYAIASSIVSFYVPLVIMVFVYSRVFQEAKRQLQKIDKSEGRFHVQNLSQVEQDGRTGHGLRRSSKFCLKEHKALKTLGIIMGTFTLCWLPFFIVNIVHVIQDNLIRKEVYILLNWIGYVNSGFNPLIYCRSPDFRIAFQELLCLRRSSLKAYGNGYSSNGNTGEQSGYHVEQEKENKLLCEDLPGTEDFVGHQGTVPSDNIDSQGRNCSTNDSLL
Numbers without * were called inactive; ? = inconclusive; nt = no result given; & = joins results of further samples; [ ] = another dose, or the depositor's remark. Unless noted, the call rests on the fitted dose curve; in most records, active means well fitted curve in the direction sought with a large enough effect; inconclusive means small, poorly fitted or top-dose-only effect, or another doubt; inactive means no such curve, though single readings can be large; an effect the other way counts as inactive or inconclusive. An excerpt, so the mix of outcomes need not match the whole.

1	O=C(NCCCn1ccnc1)/C(=C/c1ccccc1)NC(=O)c1ccccc1
2	CCOc1ccc(OCC)c(C2C(C#N)=C(N)N(c3cccnc3)C3=C2C(=O)CC(C)(C)C3)c1 (stereo not given)
3	CC(=O)Nc1cc2c(cc1Br)OCCO2
4	CCOc1ccccc1N1CCN(C(=S)Nc2ccc(S(=O)(=O)Nc3ncccn3)cc2)CC1
5	CCC(=O)N1CCN(c2ccc(Cl)cc2NC(=O)c2ccc3c(c2)OCCO3)CC1
6	CN(C)C(=O)N1CCC(C(=O)NCc2ccc(F)cc2)CC1
7	CC(C)C(=O)N1CCN(c2ccc(NC(=O)COc3ccccc3[N+](=O)[O-])cc2)CC1
8	c1cncc(-c2nc(NCC3COc4ccccc4O3)c3ccccc3n2)c1 (stereo not given)
compound no.	1	2	3	4	5	6	7	8
TRPV1 ag	-1	-6	-2	-3	?	nt	4	22
CXXC DNA block	5%	1%	-2%	9%	0%	-2%	-1%	-7%
GALK inh	7%	1%	0%	-2%	0%	3%	-1%	0%
Menin-MLL TR inh	2%	-5%	0%	nt	-9%	1%[11.7 µM]	-20%	17%
PKM2 act	4%	-4%	-3%	16%	1%	3%	-3%	4%
USP2a block	0%	2%	2%	1%	nt	3%	2%	1%
KCNH2 3.1 block	-113*	-9	12	-3	-6	-2	-5	-34
hERG WT inh	-137*	-2	3	-10	-3	-1	19	3
Giardia kill	1	6	-15	14	1	14	9	-6
FBPA coupling cs	-1	-52*	1	nt	-5	1	3	-2
B2AR arrestin	0.1%	-1.5%	-1.4%	0.2%	nt	-0.4%	0.0%	0.5%

The closing four records of the section before lead into the next.
5	CCC(=O)N1CCN(c2ccc(Cl)cc2NC(=O)c2ccc3c(c2)OCCO3)CC1
6	CN(C)C(=O)N1CCC(C(=O)NCc2ccc(F)cc2)CC1
7	CC(C)C(=O)N1CCN(c2ccc(NC(=O)COc3ccccc3[N+](=O)[O-])cc2)CC1
8	c1cncc(-c2nc(NCC3COc4ccccc4O3)c3ccccc3n2)c1 (stereo not given)
9	CCOC(=O)c1cccnc1SCC(=O)Nc1ccc(C)cc1
10	CC1Cc2ccccc2N1CC(=O)NC(=O)NC1CCCCC1 (stereo not given)
11	COc1cc(/C=N/NC(=O)c2ccncc2)ccc1OCc1cnc(Cl)s1
12	CCOc1cc(NC(=O)CC(C)C)c(OCC)cc1NC(=O)CCn1nnc2ccccc21
13	O=C(OCC(=O)N1CCc2ccccc21)c1ccc([N+](=O)[O-])o1
14	CC(NC(=O)C1CCN(C(=O)Nc2ccccc2)CC1)c1ccc(Cl)cc1 (stereo not given)
15	CCCCn1c(N)c(N(CC(C)C)C(=O)CCNC(=O)c2ccccc2Cl)c(=O)[nH]c1=O
16	O=c1cc(-c2ccsc2)oc2cc(-c3ccc4c(c3)OCO4)ccc12
compound no.	5	6	7	8	9	10	11	12	13	14	15	16
TRPV1 ag	?	nt	4	22	6	15	1	-2	nt	0	2	nt
CXXC DNA block	0%	-2%	-1%	-7%	-8%	7%	-6%	3%	nt	nt	nt	nt
GALK inh	0%	3%	-1%	0%	-1%	7%	-5%	4%	nt	nt	nt	nt
Menin-MLL TR inh	-9%	1%[11.7 µM]	-20%	17%	19%	?	11%	-6%	nt	nt	nt	nt
PKM2 act	1%	3%	-3%	4%	-4%	1%	5%	1%	nt	nt	nt	nt
USP2a block	nt	3%	2%	1%	-2%	-2%	10%	-8%	-1%	-1%	2%	4%
KCNH2 3.1 block	-6	-2	-5	-34	0	2	-3	-12	1	-3	-43	9
hERG WT inh	-3	-1	19	3	14	5	0	5	13	18	-3	0
Giardia kill	1	14	9	-6	9	8	-8	0	13	7	-24	-3
FBPA coupling cs	-5	1	3	-2	0	1	2	0	nt	nt	nt	nt
B2AR arrestin	nt	-0.4%	0.0%	0.5%	-0.1%	-0.3%	-0.1%	0.4%	-4.0%	-0.2%	0.3%	0.0%

Single values from above.
In B2AR arrestin, entry 11 reads -0.1%
In KCNH2 3.1 block, entry 15 reads -43
In USP2a block, entry 14 reads -1%
In USP2a block, entry 16 reads 4%
In Menin-MLL TR inh, entry 12 reads -6%

Further structures:
17	Cc1ccc(Nc2cc(=O)[nH]c(=O)[nH]2)c(C)c1
18	O=C(NCCCN1CCCCCC1)c1ccc2c(Cl)c3c(nc2c1)CCCC3
19	Cc1cc(C)cc(NC(=O)CN(C)CC(=O)N(CC(C)C)c2c(N)n(CC(C)C)c(=O)[nH]c2=O)c1
20	CCOc1ccccc1N1CC(C(=O)Nc2cccc(S(=O)(=O)N3CCCCC3)c2)CC1=O (stereo not given)
21	O=C(OCC(=O)N1CCCCCC1)c1cnc(Cl)c(Cl)c1
22	CS(=O)(=O)c1ccc(C(=O)Nc2cccc(-c3nc4ccccc4[nH]3)c2)cc1
23	COCCNC(=S)NC(=O)CC12CC3CC(CC(C3)C1)C2
24	Cn1c(/C=C/c2ccc(Cl)cc2)nc2ccccc2c1=O
compound no.	17	18	19	20	21	22	23	24
TRPV1 ag	-2	0	0	1	1	0	25	10
CXXC DNA block	12%	17%	nt	3%	nt	-3%	12%	25%
GALK inh	0%	1%	nt	-2%	nt	-4%	nt	0%
Menin-MLL TR inh	?	?	nt	-10%	nt	?	1%	5%
PKM2 act	-1%	4%	nt	2%	nt	0%[0.46 µM]	-2%	3%
USP2a block	2%	4%	1%	0%	1%	2%	2%	-1%
KCNH2 3.1 block	10	-28	-10	3	12	-28	-25	-11
hERG WT inh	-9	4	-1	1	5	-37	-3	39
Giardia kill	-9	5	25	-13	25	-2	2	-2
FBPA coupling cs	0	-1	nt	-5	nt	-6	-2	0
B2AR arrestin	0.2%	0.1%	0.3%	-0.2%	-0.9%	0.1%	-0.4%	-0.5%

25	O=C(CSc1nc2c(c(=O)n1-c1ccc(Cl)cc1)SCC2)NCc1ccco1
26	COc1ccc(NC(=O)CSc2ccc(-c3ccccn3)nn2)cc1OC
27	Clc1ccc(-c2nnc(SCc3ccon3)o2)c(Cl)c1
28	CCOc1ccc2ccccc2c1CNc1nnnn1C
29	COc1nc(NCc2cccnc2)nc(NC2CCCCC2)n1
30	O=C(N/N=C/c1ccccn1)c1ccc(S(=O)(=O)N2CCCCCC2)cc1
31	Cc1ccc(CCNS(=O)(=O)c2ccc3c(c2)C(C)(C)C(=O)N3C)cc1
32	COc1cc(SC#N)ccc1N=Cc1c(C)[nH]n(-c2ccc(C)c(C)c2)c1=O
compound no.	25	26	27	28	29	30	31	32
TRPV1 ag	0	7	15	5	1	?	3	4
CXXC DNA block	0%	15%	2%	11%	-5%	2%	nt	?
GALK inh	-4%	-4%	1%	-2%	nt	-2%	nt	1%
Menin-MLL TR inh	13%	-21%	1%	-2%	-15%	-8%	-1%	?
PKM2 act	-5%	3%	?	0%	-2%	0%	0%	-4%
USP2a block	nt	5%	3%	1%	2%	2%	-1%	3%
KCNH2 3.1 block	-5	-1	-2	nt	2	6	-9	13
hERG WT inh	4	0	39	29	-2	10	-7	0
Giardia kill	-6	22	-17	-7	8	?	-4	-9
FBPA coupling cs	-2	-3	6	-1	2	0	-1	-1
B2AR arrestin	nt	0.0%	-1.0%	-0.5%	-0.8%	0.4%	0.3%	-0.6%

33	COc1cc(OC)c2ccc(=O)oc2c1C(CC(=O)N1CCCC1)c1ccc(N(C)C)cc1 (stereo not given)
34	COc1cc(/C=C/C(=O)OCC(=O)NCc2cccs2)ccc1OC(F)F
35	O=C1CSC(c2ccccc2)N1CC12CC3CC(CC(O)(C3)C1)C2 (stereo not given)
36	CCC[C@H](CN[C@@H](CNC)[C@H](C)O)NCCc1ccc(OC)cc1
compound no.	33	34	35	36
TRPV1 ag	4	11	9	-1
CXXC DNA block	3%	14%	-1%	0%
GALK inh	-2%	4%	-1%	nt
Menin-MLL TR inh	-6%	-18%	-2%	-6%
PKM2 act	-5%	3%	-9%	-6%
USP2a block	0%	3%	-5%	-1%
KCNH2 3.1 block	nt	4	1	21
hERG WT inh	nt	0	-19	12
Giardia kill	7&9	20	-13	15
FBPA coupling cs	5&9	1	5	-1
B2AR arrestin	-0.9%	-0.2%	-0.2%	3.5%
